# Bioassay records: PubChem, several laboratories
# UBC9 SUMO inh = inhibitors of human SUMOylation (UBC9); HTRF SUMOylation assay, SAE1/SAE2 + UBC9, in vitro; inhibition, % at 35 µM; 290,000 tested, 0.36% active; AID 2006; in the data active means inhibition above about 50%, passing the limit was not always enough; further: strong numbers were not always called active
# Target sequence (P63279 whole entry, looked up): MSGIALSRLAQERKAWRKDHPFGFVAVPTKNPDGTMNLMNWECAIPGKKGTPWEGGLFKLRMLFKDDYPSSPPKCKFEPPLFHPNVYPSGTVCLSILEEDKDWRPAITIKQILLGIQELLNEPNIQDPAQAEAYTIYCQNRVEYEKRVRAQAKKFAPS
# HCV NS3 hel inh = HCV NS3 helicase inhibition | 290,000 tested, 0.56% active | AID 1800 | inhibition, % at 10.9 µM | NS3 helicase DNA unwinding, Cy5 molecular beacon fluorescence;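 active means inhibition above the mean of all tested compounds plus 3 SD, set per campaign, cut at about 35% in these data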;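 further: 0% = DMSO wells and 100% = thioflavine S control wells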
#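 Assay system – hepatitis C virus NS3 helicase domain fragment enzyme · Buffer or medium – MOPS pH 6.5, MgCl2, DTT, Tween20, BSA · Reagent – Cy5/quencher beacon DNA duplex and ATP to start · Compound – single 10.9 µM dose · Timing – 1 h at 25 °C · Technique – Cy5 beacon fluorescence read at start and 1 h · Measure – % inhibition of unwinding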
# MEKK3 PB1 HTS = modulators (inhibitors or enhancers) of MEK5 binding to human MEKK3 PB1 domain; Q99759; bead-based flow cytometry, Alexa488-MEK5 binding to MEKK3; actives lie on both sides; 0 = blocked by unlabeled MEK5, 100 = vehicle; binding response (% of control), % at 10 µM; 290,000 tested, 1.4% active;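 active means binding response more than 3 SD above or below the average of its plate-row segment, actives on both sides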;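 further: Alexa488 bead fluorescence after subtracting the streptavidin-only scavenger bead signal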
# Target sequence (Q99759 whole entry, looked up, the tested form may be a part): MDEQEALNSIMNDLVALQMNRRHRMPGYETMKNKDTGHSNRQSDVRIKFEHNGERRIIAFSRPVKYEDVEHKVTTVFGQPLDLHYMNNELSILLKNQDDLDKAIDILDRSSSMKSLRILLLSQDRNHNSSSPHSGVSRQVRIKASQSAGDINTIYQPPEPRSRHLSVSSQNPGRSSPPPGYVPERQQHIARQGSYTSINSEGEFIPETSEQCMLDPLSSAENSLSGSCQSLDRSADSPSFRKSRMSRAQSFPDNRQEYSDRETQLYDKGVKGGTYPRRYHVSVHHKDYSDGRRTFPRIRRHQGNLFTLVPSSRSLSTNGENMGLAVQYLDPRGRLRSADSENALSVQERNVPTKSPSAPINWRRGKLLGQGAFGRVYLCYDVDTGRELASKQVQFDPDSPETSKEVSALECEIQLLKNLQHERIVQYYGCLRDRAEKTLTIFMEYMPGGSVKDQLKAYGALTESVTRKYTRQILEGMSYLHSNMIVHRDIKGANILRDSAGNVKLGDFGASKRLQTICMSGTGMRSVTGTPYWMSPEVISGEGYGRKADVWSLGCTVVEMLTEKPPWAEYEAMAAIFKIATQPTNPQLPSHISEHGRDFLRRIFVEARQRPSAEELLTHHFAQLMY
# DNA FID counter = displaces DNA intercalator in HCV helicase counter-screen; inhibition, % at 7.9 µM; 290,000 tested, 0.17% active; DNA fluorescent intercalator displacement, fluorescence; in the data active means inhibition above about 37%;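 further: 0% = vehicle and 100% = reference compound; higher means more ethidium bromide displaced from hairpin DNA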
# CRFBP-R2 agonist = CRF-BP/CRF-R2 complex agonism. HEK293 CRF-R2/CRF-BP, calcium dye fluorescence (FLIPR); percent of saturating CRF peptide response. activation, % at 13.2 µM. 350,000 tested, 0.46% active. AID 588473;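 active means activation of at least 50%, plus an integration ratio under a set limit after plate pattern correction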;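 further: plate controls were neutral control wells without compound for no effect and CRF at EC100 for full effect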
# MEKK2 WT-MEK5 = raises or lowers MEK5 binding to wildtype human MEKK2 PB1 domain | 290,000 tested, 1.1% active | bead flow cytometry, Alexa488-MEK5 binding to MEKK2 WT; actives lie on both sides | Q9Y2U5 | binding response (% of control), % at 10 µM | AID 1531; in the data active means binding response below about 67% or above about 130%
# CRFR2-BP antag = antagonists of CRF-binding protein/CRF-R2 receptor complex | AID 588475 | 350,000 tested, 0.59% active | HEK293 CRF-R2/CRF-BP, CRF-induced calcium fluorescence | inhibition, % at 11.8 µM;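 active means inhibition of the ligand-induced calcium signal above about 50% at the single tested concentration, limit read from the data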
# MEKK2 mut-MEK5 = signal of MEK5 binding to mutant human MEKK2 PB1 domain; bead flow cytometry, Alexa488-MEK5 binding to MEKK2 mutant; percent response, % at 10 µM; 290,000 tested, 0.35% active; in the data active means percent response above about 24%, passing the limit was not always enough; further: inactives centre near 1; some results filed as inactive read as strong as hits; reference of the scale not given here
# GalR3 antag = human GalR3 antagonism; inhibition, % at 3 µM; O60755; HEK293 GalR3-CNG cAMP membrane potential fluorescence; galR3 body fused to GalR1 C-terminus; AID 651719; 360,000 tested, 0.44% active;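 active means inhibition above the screen-wide average plus 3 SD, cut at about 13% in these data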;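 further: forskolin and galanin both at EC90 stimulate the cells; cAMP rise reported by CNG channel membrane potential dye signal; 0% = forskolin plus galanin with DMSO and 100% = forskolin alone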
# The depositor's hits bear a star; / = no result given; & = joins results of further samples.
# Every second line gives: CRFBP-R2 agonist	CRFR2-BP antag	UBC9 SUMO inh	DNA FID counter	MEKK2 WT-MEK5	MEKK2 mut-MEK5	GalR3 antag	HCV NS3 hel inh	MEKK3 PB1 HTS
- CC1(C)CC(c2nc(-c3ccc(Cl)cc3)cs2)CCS1 (stereo not drawn)
  7.2	-40	-29	2	101	-4	4	11	101
- O=C1[C@@H]2Cc3ccccc3CN2C(=O)N1c1cccc(F)c1
  -0.7	1	-5	-7	95	-3	-6	1	100
- CCO/N=C(\C)c1c(O)c(CC)c(-c2ccccc2)n(-c2ccccc2)c1=O
  1.6	-9	14	-26	114	0	-6	9	123
- CCC(=O)Nc1c(C)c(CC)nc2ccccc12
  -0.7	6	5	3	91	-10	-6	4	81
- COc1ccccc1CN(C)C(=O)C(c1ccccc1)c1ccccc1
  -2.3	57*	6	-42	106	7	-13	-1	108
- CCC(NC(=O)c1cc(COc2ccc(F)c(F)c2)on1)c1ccncc1 (stereo not drawn)
  0.9	1	14	-11	101	-7	-1	5	98
- O=C(CSc1nc2ccccc2c(=O)n1NC(=O)c1ccccc1)c1ccccc1
  0.1	-9	-2	4	91	-3	1	-9	102
- COC(=O)c1cnn(-c2cc(Oc3cccc(C)c3)ncn2)c1N
  1.4	-7	0	-7	100	3	1	1	97
- c1ccc(Oc2cc(-c3ccccc3)nc(-c3ccccc3)n2)cc1
  -1.0	-8	-2	4	104	3	0	13	103
- CC1=NN(C(=O)Cc2ccc(C)cc2)C(O)(c2cccnc2)C1 (stereo not drawn)
  -1.0	-20	2	-6	96	-2	0	1	91
- CCOc1cc(S(=O)(=O)Nc2ncn[nH]2)ccc1Br
  -1.1	3	11	2	108	7	-2	9	105
- O=C(Cn1cnnn1)NCCc1ccc(Cl)cc1Cl
  0.8	2	-1	-2	99	-3	-8	-3	96
- COc1ccc(/C=N/NC(=O)CCC(=O)Nc2ccc(Br)cc2)c(OC)c1
  -2.0	-24	0	-20	100	3	-2	-23	108
- CN(c1ccccc1C(=O)Nc1cccc(Br)c1)S(=O)(=O)c1ccccc1
  -1.6	7	-6	-19	105	2	-3	-7	100
- COc1cc(/C=N/NC(=O)CCn2cnc(-c3ccccc3)c2-c2ccccc2)ccc1O
  1.7	-18	-7	-10	92	8	8	-21	92
- CCCS(=O)(=O)NCCc1cc2cc(C)c(C)cc2[nH]c1=O
  -1.2	2	-9	-12	98	3	-5	-19	100
- O=c1[nH]c(=S)[nH]c2sccc12
  -1.7	4	-2	-4	103	2	-6	6	105
- Cc1cc(C(=O)NNC(=S)NCc2ccccc2)no1
  -0.4	4	3	-7	106	9	4	0	106
- c1cncc(-c2nnc(-c3cccnc3)nn2)c1
  -2.7	16	20	1	/	/	-4	-8	/
- COC(=O)C1CCN(C(=O)/C(C)=C\c2ccccc2)CC1
  0.0	3	-4	-10	100	0	-3	4	98

# Other records.
# Every second line gives: CRFBP-R2 agonist	CRFR2-BP antag	UBC9 SUMO inh	DNA FID counter	MEKK2 WT-MEK5	MEKK2 mut-MEK5	GalR3 antag	HCV NS3 hel inh	MEKK3 PB1 HTS
- COc1ccc(COCC(O)CN2CCCCC2)cc1OC (stereo not drawn)
  -1.2	5	9	-1	101	1	-1	6	100
- COc1ccc(CNC(=O)/C=C/c2cc3c(cc2Br)OCO3)cc1
  -0.4	-4	23	-4	105	6	-1	5	104
- O=c1c2cc(N3CCOCC3)ccc2[nH]c(=S)n1CCCN1CCN(c2ccccc2F)CC1
  /	/	32	-4	77	-10	/	-5	65
- COc1ccc(OCCn2cc(/C=C(\C#N)C(=O)NCc3ccco3)c3ccccc32)cc1
  16	-18	3	-3	99	1	-5	4	102
- COc1cc(/C=C(/C#N)c2nc3ccccc3[nH]2)ccc1OC(=O)c1ccco1
  4.2	-33	8	-16	92	-2	1	-1	98
- O=C(NC1CC1)c1ccc(CS(=O)c2ccccc2)o1 (stereo not drawn)
  1.0	30	8	-3	103	4	7	1	102
- COc1ccc(C(C(=O)NC2CCCCC2)N(C(=O)c2ccccn2)c2cccnc2)c(OC)c1 (stereo not drawn)
  0.6	-2	13	-40	96	-8	-9	7	99
- CN(C)S(=O)(=O)c1cccc(NC(=O)C2Cc3ccccc3CN2C(=O)c2ccco2)c1 (stereo not drawn)
  1.0	-3	1	-27	94	1	-8	29	101
- CC(C)NC(=O)NC(=O)COC(=O)/C=C/c1ccccc1[N+](=O)[O-]
  -1.2	-7	13	0	90	-2	-3	7	84
- O=C(CCNC(=O)c1ccc([N+](=O)[O-])cc1)NCCc1ccc(Cl)cc1
  0.5	32	-14	-11	113	13	-5	18	106
- Cc1ccc(SCCc2cc[n+](CC(=O)c3ccccc3)cc2)cc1
  1.2	9	20	22	143*	-3	3	-17	101
- O=C(NCc1ccc(Cl)cc1)C(=O)NCC1OCCN1S(=O)(=O)c1cccs1 (stereo not drawn)
  -5.7	20	4	-11	105	9	/	4	111
- Cc1cc(C)cc(C(=O)OCC(=O)NCCNC(=O)COC(=O)c2cc(C)cc(C)c2)c1
  -1.1	6	1	-41	105	14	1	-4	104
- O=c1c2c3nc4ccccc4nc3n(/N=C/c3ccncc3)c2ncn1-c1ccccc1
  0.3	7	9	-2	121	30	/	2	131*
- CCOC(=O)C1CCC/C1=N\NC(=O)CN(c1cc(OC)ccc1OC)S(=O)(=O)c1ccccc1 (stereo not drawn)
  0.0	-1	5	-39	97	-3	-6	-9	99
- NS(=O)(=O)c1ccc(NC(=O)C2CCCO2)cc1 (stereo not drawn)
  0.2	5	6	-2	96	2	-6	19	98
- CC1(C)C(=O)Nc2ccccc2N1C(=O)COc1ccc(S(=O)(=O)N2CCOCC2)cc1Cl
  -2.5	1	20	-27	96	4	4	-1	103
- Cc1ccc2c(C(=O)CN3CCCCC3)c(C)[nH]c2c1
  -0.7	3	14	3	111	4	-15	-10	105
- Cc1cc(=O)oc2c(C)c(OC(C)C(=O)NCCCN3CCOCC3)ccc12 (stereo not drawn)
  -0.1	-6	/	2	107	9	-9	-5	104
- CCC(CC)C1C(C#N)=C(N)Oc2cc(C)oc(=O)c21 (stereo not drawn)
  -2.0	0	-10	-1	102	1	-3	3	102

# (more compounds)
# Every second line gives: CRFBP-R2 agonist	CRFR2-BP antag	UBC9 SUMO inh	DNA FID counter	MEKK2 WT-MEK5	MEKK2 mut-MEK5	GalR3 antag	HCV NS3 hel inh	MEKK3 PB1 HTS
- CC1(C)Cc2c(sc(NC(=O)C3CC(Cl)=CCC3C(=O)O)c2C#N)CO1 (stereo not drawn)
  0.1	11	6	-33	99	1	-4	10	96
- O=c1cc(O)nc(SCc2ccccc2)n1-c1ccccc1
  0.3&-1.5	0&4	26&24	-3&-11	106&105	5&3	-6&-2	15&31	107&102
- CCOc1ccccc1-n1nnnc1SCC(=O)Nc1cc2oc3ccccc3c2cc1OC
  -3.4	10	-8	3	94	2	3	9	103
- NNC(=O)c1ccc(COc2ccc(Br)cc2)o1
  -0.3	3	6	-13	101	0	-10	-8	101
- Cc1[nH]c(C)c(S(=O)(=O)N2CCN(c3cccc(Cl)c3)CC2)c1C(=O)N1CCCC1
  0.0	-14	-3	-32	100	4	-8	-4	100

# 11 entries out of the list, sorted by molecular weight, smallest number first:
# Every second line gives: CRFBP-R2 agonist	CRFR2-BP antag	UBC9 SUMO inh	DNA FID counter	MEKK2 WT-MEK5	MEKK2 mut-MEK5	GalR3 antag	HCV NS3 hel inh	MEKK3 PB1 HTS
- NS(=O)(=O)c1ccc(NC(=O)C2CCCO2)cc1 (stereo not drawn)
  0.2	5	6	-2	96	2	-6	19	98
- CCC(CC)C1C(C#N)=C(N)Oc2cc(C)oc(=O)c21 (stereo not drawn)
  -2.0	0	-10	-1	102	1	-3	3	102
- O=c1cc(O)nc(SCc2ccccc2)n1-c1ccccc1
  0.3&-1.5	0&4	26&24	-3&-11	106&105	5&3	-6&-2	15&31	107&102
- NNC(=O)c1ccc(COc2ccc(Br)cc2)o1
  -0.3	3	6	-13	101	0	-10	-8	101
- Cc1cc(=O)oc2c(C)c(OC(C)C(=O)NCCCN3CCOCC3)ccc12 (stereo not drawn)
  -0.1	-6	/	2	107	9	-9	-5	104
- CC1(C)Cc2c(sc(NC(=O)C3CC(Cl)=CCC3C(=O)O)c2C#N)CO1 (stereo not drawn)
  0.1	11	6	-33	99	1	-4	10	96
- O=c1c2c3nc4ccccc4nc3n(/N=C/c3ccncc3)c2ncn1-c1ccccc1
  0.3	7	9	-2	121	30	/	2	131*
- Cc1[nH]c(C)c(S(=O)(=O)N2CCN(c3cccc(Cl)c3)CC2)c1C(=O)N1CCCC1
  0.0	-14	-3	-32	100	4	-8	-4	100
- CCOc1ccccc1-n1nnnc1SCC(=O)Nc1cc2oc3ccccc3c2cc1OC
  -3.4	10	-8	3	94	2	3	9	103
- CC1(C)C(=O)Nc2ccccc2N1C(=O)COc1ccc(S(=O)(=O)N2CCOCC2)cc1Cl
  -2.5	1	20	-27	96	4	4	-1	103
- CCOC(=O)C1CCC/C1=N\NC(=O)CN(c1cc(OC)ccc1OC)S(=O)(=O)c1ccccc1 (stereo not drawn)
  0.0	-1	5	-39	97	-3	-6	-9	99

# This is a subset (hit frequency here may not be typical).
